Screening data (PubChem)
LYP inhibition – PTPN22 lymphoid phosphatase activity blockers – biochemical, fluorescence intensity, uHTS (AID 1779). inhibition, % at 11.5 µM; hits with a dose series show IC50 in µM. hit rate 0.054% among 290,000. recombinant LYP phosphatase, fluorescence intensity; higher % means a stronger effect; in the data active means inhibition above about 50%;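 further: plate controls were vehicle with enzyme for no effect and no enzyme for full effect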
Myeloid diff MLP – myeloid differentiation induction; calls only at 10 µM; AID 624256; ER-HoxA9 myeloid progenitors, lysozyme-GFP differentiation, flow cytometry; hit rate 1% among 360,000;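 active means normalized GFP-positive differentiation at or above the plate's own cutoff, the solvent-only control mean plus 3 SD; inconclusive means no clear call, values can overlap the other calls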;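 further: cells exposed to compound for four days before flow analysis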
Myeloid diff MLP GFP+ MAC1+ % – also measured in Myeloid diff MLP; calls as there; GFP+ MAC1+ double positive, %; measured here: differentiation confirmed by MAC1 staining
* hit, by the source's call; i = inactive; ? = inconclusive; · = no result given. An excerpt, so the mix of outcomes need not match the whole.

SMILES	LYP inhibition	Myeloid diff MLP	Myeloid diff MLP GFP+ MAC1+ %
CN(CCc1ccccn1)C(=S)Nc1cccc(S(=O)(=O)N(C)C)c1	-4.5%	i	1.2
Cc1n(Cc2ccccc2)c2cc([N+](=O)[O-])ccc2[n+]1Cc1ccccc1	-4.3%	i	0.2
C=Cn1cc[n+](CC(=O)c2cc(C(C)(C)C)c(O)c(C(C)(C)C)c2)c1	-6.0%	i	0.5
C/C(=N\NC(=O)COc1ccc(C)cc1[N+](=O)[O-])c1ccc2c(c1)OCCO2	-5.6%	i	1.0
Cc1cc(O)c(C(=O)/C=C/c2c(F)c(F)c(F)c(F)c2F)c(=O)o1	5.0%	i	3.5
COc1cc(C(=S)N2CCOCC2)cc(OC)c1OC(=O)c1cccc(C)c1	-5.0%	i	0.8
O=C(N/C(=C\c1ccccc1)C(=O)N1CCOCC1)c1cccc(Br)c1	-3.9%	i	0.1
CCn1cc(S(=O)(=O)Nc2cc(C(=O)OC)ccc2C)cn1	-13.8%	i	0.0
COc1cc(OC)cc(C(=O)Nc2cccc3nc(C)ccc23)c1	-6.5%	i	0.4
CC1CCCN(C(=O)NC(=O)c2ccc(Cl)cc2)C1 (configuration not stated)	-12.5%	i	4.5
Cc1ccc(-c2c(C(=O)N/N=C/c3ccco3)nnn2-c2nonc2N)cc1	0.0%	i	0.4
CSc1ccccc1C(=O)N1CCCC(CCC(=O)NCc2ccc(F)c(F)c2)C1 (configuration not stated)	-6.4%	i	0.6
CN1CCN(S(=O)(=O)c2cc(C(F)(F)F)ccc2Cl)CC1	-16.4%	i	0.2
CCOc1ccccc1N1CCN(C(=O)NC2CCCCC2)CC1	-5.7%	i	1.5
CC(CNC(=O)C1CCCN(S(=O)(=O)N2CCOCC2)C1)c1ccccc1 (configuration not stated)	-1.3%	i	2.4

3 entries from above, with values under each structure:
Results follow in this order: LYP inhibition, Myeloid diff MLP, Myeloid diff MLP GFP+ MAC1+ %
> Cc1cc(O)c(C(=O)/C=C/c2c(F)c(F)c(F)c(F)c2F)c(=O)o1
 : 5.0%, i, 3.5
> CC1CCCN(C(=O)NC(=O)c2ccc(Cl)cc2)C1 (configuration not stated)
 : -12.5%, i, 4.5
> Cc1n(Cc2ccccc2)c2cc([N+](=O)[O-])ccc2[n+]1Cc1ccccc1
 : -4.3%, i, 0.2

The list goes on.
SMILES	LYP inhibition	Myeloid diff MLP	Myeloid diff MLP GFP+ MAC1+ %
Cc1ccc([N+](=O)[O-])cc1Nc1nc(N2CCCC2)nc(N2CCCC2)n1	-7.8%	i	0.4
C=C(C)C1CC=C(C)/C(=N/NC(=O)CCC(=O)Nc2ccccc2Cl)C1 (configuration not stated)	-12.6%	?	·
COc1ccc(C(=O)NCCCN(C)CCCNC(=O)c2ccc(OC)cc2)cc1	-6.9%	i	0.5
CC(=O)c1ccc(N2CCN(CN3C(=O)CC4(CCCC4)C3=O)CC2)c(F)c1	-5.0%	i	1.1
Cc1cc(C)cc(NC(=O)C[n+]2ccccc2)c1	-1.1%	i	1.3
Cc1ccc(CNC(=O)C2CCCN2S(=O)(=O)c2ccc(F)cc2)cc1 (configuration not stated)	1.3%	i	0.3
CC(=O)Nc1ccc(OCC(O)CN2CCN(c3ccc(F)cc3)CC2)cc1 (configuration not stated)	-12.0%	i	0.1
CC(C)N(C(=O)Cn1c(-c2cccnc2)ccc(C#N)c1=O)C(C)C	-9.3%	i	0.6
CCCCOc1ccc(/C=N/Nc2cc(N3CCOCC3)nc(C)n2)cc1	-4.4%	i	0.7
Cc1c(O)ccc2cc(S(=O)(=O)c3ccccc3)c(=O)oc12	-30.0%	i	0.3
CCOC(=O)c1[nH]c(CN2CCN(c3ccc(OC)cc3)CC2)c(C(=O)OCC)c1C	-5.6%	i	5.4
Cc1cnc(C(=O)OCc2ccc(Br)cc2)cn1	-8.5%	i	0.9
OCCCc1cn(CC2CCCCC2)nn1	-11.3%	i	0.9
CCOc1ccccc1NC(=O)Cc1cccs1	-9.1%	i	0.5
CN(c1ccccc1)S(=O)(=O)c1nnc(NC(=O)C2CCCCC2)s1	-14.1%	i	5.4

Just LYP inhibition, for some of the entries so far:
| Molecule | LYP inhibition |
| --- | --- |
| CCOc1ccccc1NC(=O)Cc1cccs1 | -9.1% |
| CC(=O)c1ccc(N2CCN(CN3C(=O)CC4(CCCC4)C3=O)CC2)c(F)c1 | -5.0% |
| CCOC(=O)c1[nH]c(CN2CCN(c3ccc(OC)cc3)CC2)c(C(=O)OCC)c1C | -5.6% |

Next results
SMILES	LYP inhibition	Myeloid diff MLP	Myeloid diff MLP GFP+ MAC1+ %
CNC(=O)COc1coc(CN2CCN(c3ccccc3F)CC2)cc1=O	-5.7%	i	0.7
COc1cccc(C(=O)N2CCN(C(=O)C3COc4ccccc4O3)CC2)c1 (configuration not stated)	-7.3%	i	1.0
Cc1cc(C)cc(NC(=S)N2CCN(S(=O)(=O)c3ccccc3)CC2)c1	-9.2%	i	1.2
COc1cc(CN2CCC(n3nccc3NC(=O)c3ccc4c(c3)OCO4)CC2)ccc1O	-8.6%	i	1.5
COc1ccc(C(=O)O)cc1S(=O)(=O)N1CCN(c2ccccn2)CC1	-4.2%	i	0.6
CC(=O)c1cccc(NC(=O)Cn2cnc(S(=O)(=O)N3CCCC3)c2)c1	-6.9%	i	0.7
COCC(=O)Nc1ccc2c(c1)OCC(=O)N2Cc1ccc(C)cc1	-9.2%	i	1.0
CCC(Cc1ccccc1)NS(=O)(=O)c1ccc2c(c1)NC(=O)CS2 (configuration not stated)	-6.7%	i	0.8
CCc1cccc(C)c1NC(=O)CSc1nc(C)c(C)o1	-5.3%	i	1.1
O=C(COC(=O)c1ccc(Cl)c([N+](=O)[O-])c1)NC1CCCC1	-8.9%	i	0.3
CN(CCOc1ccc(Br)cc1)CC(O)COc1ccc(C#N)cc1 (configuration not stated)	-1.8%	i	0.4
Cc1ccc(N(C(=O)c2snc(C(N)=O)c2N)C(C(=O)NC2CCCC2)c2ccc(C)o2)cc1 (configuration not stated)	1.2%	i	5.4
O=C(C1CCN(S(=O)(=O)c2ccccc2)CC1)N1CCc2ccccc21	-6.6%	i	0.9
Cc1ccc(C)c(NC(=O)NC2CCCCCCC2)c1	-4.4%	i	0.9
Cc1cccc(NS(=O)(=O)c2csc(C(N)=O)c2)c1C	-8.3%	i	0.9
Cc1c(OCC(=O)NC(Cc2ccc(Cl)cc2)C(=O)O)ccc2c1oc(=O)c1ccccc12 (configuration not stated)	-8.4%	i	2.4
CCOC(=O)Cc1csc(NC(=O)c2ccc(Br)cc2)n1	-11.2%	i	0.4
Cc1cccc(C(=O)N=c2sccn2C)c1[N+](=O)[O-]	-7.7%	i	3.1
C/C(CC(=O)Nc1cccc(F)c1)=N\NC(=O)c1ccncc1	-4.8%	i	2.0
O=C(c1ccco1)C(O)c1ccco1 (configuration not stated)	-5.8%	i	0.4
Cc1ccccc1NC(=O)c1ccc2nc(N3CCOCC3)sc2c1	-12.0%	i	2.5
CCC(C)NC(=O)c1ccc(N2CC3CC(C2)c2cccc(=O)n2C3)c(NC(=O)c2ccc(Br)o2)c1 (configuration not stated)	-10.8%	i	0.8
Fc1ccc(CNC2CCN(Cc3ccccc3)CC2)cc1	-6.3%	i	0.8
Cc1ccc(C(=O)Nc2c3c(nn2C(C)(C)C)CS(=O)(=O)C3)cc1[N+](=O)[O-]	-12.7%	?	·
O=C1N=C(N2C=CC(=C3C=CNC=C3)C=C2)/C(=C/N=NC(=O)c2ccccc2)S1	3.0%	i	1.6
CCN(CC(=O)NCc1ccncc1)S(=O)(=O)c1ccccc1	-10.3%	i	0.6
CC(C)c1ccc(NC(=O)C2CCN(c3ncnc4c3nc3n4CCCCC3)CC2)cc1	-7.4%	i	1.5
CCCN1CCc2nc(SCC(=O)Nc3ccc(C)c(Cl)c3)[nH]c(=O)c2C1	-2.9%	i	3.2
NC(=O)CC(NC(=O)c1cccc(Br)c1)c1ccc(N2CCN(c3ccc(F)cc3)CC2)c([N+](=O)[O-])c1 (configuration not stated)	-9.9%	i	0.8
COc1ccccc1CNC(=O)C1CCCN(c2cnccn2)C1 (configuration not stated)	-11.2%	i	1.1
O=C(COc1ccc(S(=O)(=O)N2CCCC2)cc1)NCc1ccccn1	-13.8%	i	0.3
O=C(Nc1ccc(Br)cc1)C1CCCC1	-2.9%	i	0.4
Cc1cccnc1N1C(=O)c2ccc(C(=O)O)cc2C1=O	-5.7%	i	0.3
Cc1cc2c(cc1S(=O)(=O)CCC(=O)NCCc1ccccc1)OCC(=O)N2	-7.4%	i	4.1
O=C(CCCn1c(=O)c2cccn2c2cccnc21)NCc1cccc(Br)c1	-9.1%	?	·
COc1cccc(N2CCN(c3nc(C)c(C)c(=O)[nH]3)CC2)c1	-4.4%	i	1.3
O=c1nccc(N/N=C/c2ccccc2O)[nH]1	-0.1%	i	0.3
O=S(=O)(Nc1ncccn1)c1ccc(Cl)cc1	-9.1%	i	0.5
CCOC(=O)Nc1ccc2c(c1)N(C(=O)CCCl)c1ccccc1[S@]2=O	-8.3%	i	0.0
COc1ccc(N(C)S(=O)(=O)c2ccc3c(c2)NC(=O)CC(=O)N3)c(OC)c1	-10.7%	i	0.0
Cc1ccc2c(CN3CC(C)CC(C)C3)cc(=O)oc2c1C (configuration not stated)	-3.8%	i	0.8
O=C(OCc1ccccc1)c1cnc(Cl)c(Cl)c1	-3.4%	i	1.7
Cc1cccc(C(=O)NCCCNC(=O)c2ccccn2)c1	-4.7%	i	5.0
Cc1c(C(=O)N2CCOCC2)c(S(=O)(=O)Nc2cccc(C#N)c2)c(C)n1C	-11.7%	i	0.9
Cc1ccc(S(=O)(=O)/N=C2/NC(=O)/C(=C\c3cc(Br)cc(Br)c3O)S2)cc1	-3.8%	i	2.1
COc1cc(Cl)ccc1OCc1cc(C(=O)N2C[C@H]3CC[C@H]2C3)no1	-7.1%	i	0.5
CC1CN(S(=O)(=O)c2ccccc2)C(C)N1C(=O)N1CCOCC1 (configuration not stated)	-5.6%	i	1.5
Cc1ccccc1CC(=O)NCC1CCCCC1	0.9%	i	0.4
O=C1CCC(C(=O)N2CCCC2)CN1CCc1cccc(F)c1 (configuration not stated)	-6.1%	i	4.2
CC(=O)Nc1cccc(NC(=O)c2cccc(OCc3ccccc3)c2)c1	-4.3%	i	0.3
COc1ccc(Cl)cc1N(CC(=O)N1CCCC1)S(=O)(=O)c1ccc(C)cc1	-4.3%	i	0.8
O=C(Nc1ccc(N2CCOCC2)c(Cl)c1)c1cccc(-n2cnnc2)c1	-2.9%	i	1.2
COc1ccc(CCNC(=O)Cc2ccc(NC3=NC4CS(=O)(=O)CC4S3)cc2)c(OC)c1 (configuration not stated)	-11.7%	i	2.5
O=C(CCNS(=O)(=O)c1ccc2c(c1)CCC(=O)N2)Nc1ccc(F)c(F)c1	-2.1%	i	1.1
O=C(O)c1nn(Cc2ncc(-c3cccc(Cl)c3)o2)c(=O)c2ccccc12	-11.9%	i	0.8
CC(=O)c1cccc(CN2CCC(C(=O)Nc3ccc(-c4cccc(C)c4)cc3)CC2)c1	-8.7%	i	0.1
COc1ccc2cc(C(=O)/C=C/c3cc(OC)c(O)c(OC)c3)ccc2c1	1.9%	i	0.5
COc1ccc(Cl)cc1NC(=O)c1nnn(CC(=O)Nc2ccc(OC)c(OC)c2)c1N	-11.3%	i	1.4
Cc1cnc(C(=O)NC(Cc2ccccc2)c2ccccc2)cn1 (configuration not stated)	-6.7%	i	1.9
CC1CCN(CCc2nc3cc(NC(=O)COc4ccc(Cl)cc4)ccc3n2C)CC1	-11.5%	?	·

(listing goes on)
SMILES	LYP inhibition	Myeloid diff MLP	Myeloid diff MLP GFP+ MAC1+ %
Cc1ccc(S(=O)(=O)CCC(=O)OCC(=O)NCC(=O)Nc2cccc(C)c2C)cc1	-7.5%	i	0.5
O=C(COc1ccc(F)cc1F)NNC(=O)Nc1cccc([N+](=O)[O-])c1	-8.0%	i	0.5
O=C(CCCn1c(=S)[nH]c2cc3c(cc2c1=O)OCO3)NCc1cccc(Cl)c1	-2.4%	i	0.7
O=C(N/N=C/c1cc([N+](=O)[O-])ccc1O)c1cccc2ccccc12	4.9%	i	1.2
CC1CCCN(S(=O)(=O)c2cnc[nH]2)C1 (configuration not stated)	-9.3%	i	0.2
Cc1cc(-c2nnc(SCC(=O)Nc3ccc(Br)cc3F)n2N)n[nH]1	-10.0%	i	0.8
O=C(O)C1C2CCC(O2)C1C(=O)Nc1ccc(F)c(Cl)c1 (configuration not stated)	-10.5%	i	0.2
CC(=O)Oc1ccc(N(C(C)=O)S(=O)(=O)c2ccc3ccccc3c2)cc1Br	-2.9%	i	1.2
O=C(O)c1ccc(Nc2ccc(Cl)c(Cl)c2)c([N+](=O)[O-])c1	-2.5%	i	1.1
CC(=O)N1CCN(CC(C)(C)NS(=O)(=O)c2ccc(C)cc2)CC1	-12.7%	i	6.1
NC(=O)c1nsc(C(=O)N(c2ccccc2)C(C(=O)NCC2CCCO2)c2ccc(F)cc2)c1N (configuration not stated)	-8.3%	i	0.3
COc1cccc(CNC(=O)CCCc2cn(C)c3ccccc23)c1	-4.4%	i	1.0
COc1ccc(CNC(=O)C[C@H]2C(=O)N(CCc3ccccc3)C[C@@H]2Cc2ccccc2)cc1	-0.3%	i	1.4

Gathered by group: those above with a thiophene ring, fused or not.
SMILES	LYP inhibition	Myeloid diff MLP	Myeloid diff MLP GFP+ MAC1+ %
CCOc1ccccc1NC(=O)Cc1cccs1	-9.1%	i	0.5
Cc1cccc(NS(=O)(=O)c2csc(C(N)=O)c2)c1C	-8.3%	i	0.9

Arranged by length of the SMILES (high to low): some entries from above.
SMILES	LYP inhibition	Myeloid diff MLP	Myeloid diff MLP GFP+ MAC1+ %
COc1cccc(N2CCN(c3nc(C)c(C)c(=O)[nH]3)CC2)c1	-4.4%	i	1.3
CN1CCN(S(=O)(=O)c2cc(C(F)(F)F)ccc2Cl)CC1	-16.4%	i	0.2
Cc1cccc(C(=O)NCCCNC(=O)c2ccccn2)c1	-4.7%	i	5.0
